OXTR potentiator = potentiates the human oxytocin receptor response; CHO-OTR cells, Fluo-8 calcium fluorescence, potentiator mode; 0% = oxytocin EC15, 100% = EC100; activation, % at 3 µM; 320,000 compounds, 0.061% hits;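 active = activation above that plate's cutoff, the mean activation of tested compounds plus 3 SD, cut at about 6.6% in these data, passing the limit was not always enough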;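 note: 100% uses oxytocin at 75 nM as the full agonist control; some results filed as inactive read as strong as hits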
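assay system = CHO-OTR cells, human receptor | schedule = compound 6 min at room temperature before oxytocin, 100 s read | detection = Fluo-8 intracellular calcium fluorescence, ex 470-495, em 515-575 nm | evaluation = normalized max/min fluorescence ratio, % activation | control set = EC15 oxytocin alone as 0%, 75 nM oxytocin (EC100) as 100%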
TAAR1 antag = human TAAR1 antagonism. Q96RJ0. CHO RD-HGA16 TAAR1, Fluo-8 calcium fluorescence, antagonist. inhibition, % at 3 µM. 360,000 compounds, 1.5% hits. AID 624466;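 active = inhibition above a per-plate cutoff, the mean inhibition of test compounds on that plate plus 3 SD, cut at about 49% in these data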;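 note: 0% = DMSO plus EC80 beta-PEA response and 100% = DMSO alone without agonist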
Target sequence (Q96RJ0 whole entry, looked up): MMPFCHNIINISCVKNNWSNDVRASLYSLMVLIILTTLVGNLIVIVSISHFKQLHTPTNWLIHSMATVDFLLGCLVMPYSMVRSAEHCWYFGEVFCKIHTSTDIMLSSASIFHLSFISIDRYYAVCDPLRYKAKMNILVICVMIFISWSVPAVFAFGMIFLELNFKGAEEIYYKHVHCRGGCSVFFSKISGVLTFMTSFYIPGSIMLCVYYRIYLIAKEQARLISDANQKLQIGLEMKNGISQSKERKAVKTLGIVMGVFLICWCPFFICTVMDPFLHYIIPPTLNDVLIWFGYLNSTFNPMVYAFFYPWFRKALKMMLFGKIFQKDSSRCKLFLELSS
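Test system: RD-HGA16 CHO cells with stable hTAAR1 and Gα16 / Probe or stimulus: EC80 β-phenethylamine stimulus / Times: seeding 17-24 h prior, 75-min 37 °C, 30-min RT dye loading / Detection: Fluo-8 calcium-sensitive fluorescence / Read-out basis: % inhibition scaled between DMSO and EC80 PEA controls / Repeats: singlicate, one well per test compound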
M1 ag = agonists of human M1 muscarinic receptor. 360,000 compounds, 0.33% hits. CHO-K1 hM1, Fluo-8 calcium fluorescence, agonist mode; 0% DMSO, 100% acetylcholine EC100. AID 588814. P11229. activation, % at 3 µM;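 active = activation above the run's mean compound activation plus 3 SD, cut at about 16% in these data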;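 note: peak over basal fluorescence ratio within a 140 s kinetic read after compound addition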
Target sequence (P11229 whole entry, looked up): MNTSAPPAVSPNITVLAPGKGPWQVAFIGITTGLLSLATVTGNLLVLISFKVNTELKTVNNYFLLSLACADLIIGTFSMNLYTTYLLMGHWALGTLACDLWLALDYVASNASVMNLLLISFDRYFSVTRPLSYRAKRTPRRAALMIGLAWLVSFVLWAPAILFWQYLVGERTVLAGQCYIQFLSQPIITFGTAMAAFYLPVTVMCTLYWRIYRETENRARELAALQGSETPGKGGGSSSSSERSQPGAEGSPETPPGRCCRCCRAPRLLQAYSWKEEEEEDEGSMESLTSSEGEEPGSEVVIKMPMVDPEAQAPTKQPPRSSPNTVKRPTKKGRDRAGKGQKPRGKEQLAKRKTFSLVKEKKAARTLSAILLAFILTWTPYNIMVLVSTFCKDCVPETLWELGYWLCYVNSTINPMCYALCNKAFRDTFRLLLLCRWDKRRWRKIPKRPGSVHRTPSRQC
M1 PAM = positive allosteric modulators of human M1 muscarinic receptor; CHO-K1 hM1, Fluo-8 calcium fluorescence, ACh EC20; 0% = ACh EC20, 100% = maximal ACh; activation, % at 3 µM; 360,000 compounds, 0.088% hits; AID 588819; in the data active = activation above about 19%, passing the limit was not always enough
TAAR1 agonist = agonists of human TAAR1; activation, % at 3 µM; CHO RD-HGA16 TAAR1, Fluo-8 calcium fluorescence; vehicle wells 0%, saturating PEA agonist 100%; 360,000 compounds, 0.99% hits; AID 624467;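 active = activation above the mean activation of all test compounds in the run plus 3 SD, cut at about 38% in these data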
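System: CHO-derived RD-HGA16 cells with stable Gα16 and human TAAR1 / Times: 17-24 h plating, Fluo-8 75 min 37 °C, 30 min RT / Technique: calcium-sensitive Fluo-8 signal, excitation 470-495, emission 515-575 nm / Measure: % activation relative to PEA EC100 response / Benchmarks: DMSO and PEA EC100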
OXTR ag = human OXTR agonism. 320,000 compounds, 0.32% hits. activation, % at 3 µM. CHO-OTR cells, Fluo-8 calcium fluorescence; normalized: DMSO 0%, oxytocin 100%. P30559. AID 2435;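 active = activation above the mean of all tested compounds plus 3 SD, cutoff set per screening run, cut at about 20% in these data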;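 note: peak over basal fluorescence ratio from a 100 s FLIPR kinetic read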
V1aR counter = V1a receptor agonism, counter-screen for OXTR agonists; P37288; CHO-V1R cells, Fluo-8 calcium fluorescence, agonist mode; 0% DMSO, 100% 3 nM vasopressin; activation, % at 3 µM; 320,000 compounds, 0.25% hits;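 active = activation above the mean activation of all tested compounds plus 3 SD, per screening run, cut at about 20% in these data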;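 note: signal is peak over basal fluorescence ratio across a 100 second FLIPR read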
CHO parental Ca = signal in parental CHO cells, OX1R antagonist counter-screen. inhibition, % at 5.6 µM. 330,000 compounds, 0.63% hits. AID 463079. parental CHO-K1, ATP-induced calcium, Fluo-8 fluorescence;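 active = inhibition above that plate's mean sample inhibition plus 3 SD, cut at about 26% in these data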;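 note: 0% = ATP-challenged DMSO wells and 100% = DMSO wells without ATP; some compounds past the cut are filed as inactive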
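Material – parental CHO cells · Reagent – ATP stimulus · Compound – single nominal dose of 5.6 µM per compound · Detection – Fluo-8 fluorescence · Read-out basis – percent inhibition of calcium signal · Controls – ATP-challenged DMSO wells low, unchallenged DMSO wells high · Repeats – no replicates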
CHRM1 antagonist = antagonists of human M1 muscarinic receptor; P11229; CHO-K1 hM1, Fluo-8 calcium fluorescence, ACh EC80 antagonist; inhibition, % at 3 µM; 360,000 compounds, 1.3% hits;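 active = percent inhibition above its own plate's cutoff, namely the mean of that plate's compound wells plus 3 SD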;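 note: peak over basal fluorescence ratio during 140 s after agonist addition; 0% = ACh EC80 plus DMSO and 100% = DMSO alone without agonist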
An asterisk follows results filed as active; nt = not tested or not shown.

SMILES	OXTR potentiator	TAAR1 antag	M1 ag	M1 PAM	TAAR1 agonist	OXTR ag	V1aR counter	CHO parental Ca	CHRM1 antagonist
COc1cc(OC)c2c(=O)cc(-c3ccccc3)oc2c1	-6	9	-7	5	1	1.1	0.3	-16	-11
O=C(O)Cn1c(=O)c2c3c(sc2n(Cc2ccccc2)c1=O)CCCC3	-13	19	-3	12	3	-0.2	0.5	-4	-22
O=C(CSc1c[nH]c2ccccc12)N1CCOCC1	-2	14	-5	7	3	-0.2	-0.6	-10	-10
CNS(=O)(=O)c1ccc2nc(NC(=O)/C=C/c3ccco3)sc2c1	-8	31	-1	-4	16	-0.6	1.8	3	16
O=c1n(-c2cccc(Cl)c2)c(=O)n2n1CCC2	1	-1	-2	0	1	0.9	-0.1	2	1
COc1cc(C(=O)NCc2nnc(SCC(=O)Nc3cc(C)on3)o2)cc(OC)c1OC	0	-9	-1	6	3	1.1	0.6	-3	0
CC(NC(=O)c1cccc(S(=O)(=O)N2CCN(C)CC2)c1)c1ccc(Cl)cc1Cl (stereo not drawn)	-16	21	1	-3	9	8.2	7.6	-9	1
NS(=O)(=O)c1ccc(NC(=O)COC(=O)COc2ccc3ccccc3c2)cc1	-4	-7	-2	4	8	0.1	0.4	0	-1
COc1ccc(-n2c(=O)c3c4c(sc3n3c(=S)[nH]nc23)CCC4)cc1	-7	4	-6	5	4	-0.6	-1.2	-13	-5
O=C1C(CCc2ccccc2)ON=C(c2cnccn2)N1Cc1ccc(F)cc1 (stereo not drawn)	nt	30	-5	-4	0	nt	nt	nt	-2
COCCN1CCc2[nH]c(=S)[nH]c(=O)c2C1	-4	6	-4	-2	0	0.3	-0.4	0	6
CCC(=O)Nc1nc(-c2ccccc2)ns1	-18	8	-5	3	4	1.3	5.1	-3	-2
COc1ccc(C(C)n2c(C)c3c(C)nnc(C)c3c2C)cc1 (stereo not drawn)	-2	2	-15	-12	9	0.0	0.4	-8	11
Cc1nn(-c2ccccc2)c(N)c1N=Nc1ccc(Cl)cc1	-6	7	-9	-11	-4	-1.6	-0.8	-23	-7
COc1ccc(C(c2sc3nc(C)nn3c2O)N2CCC(O)CC2)cc1OC (stereo not drawn)	-8	-5	0	-5	2	-0.2	0.2	-9	5
Cc1c(C(=O)O)[nH]c2ccc([N+](=O)[O-])cc12	nt	4	-4	4	6	nt	nt	nt	-2
CCOC(=O)c1oc2ccccc2c1COC(=O)CNC(=O)c1cccc(C)c1	-8	-14	-2	7	-1	-1.1	-0.6	-12	-8
OCC(O)CN(c1ccccc1)c1ccccc1 (stereo not drawn)	-10	-11	-6	1	4	1.2	0.1	-7	7
CC(=O)c1ccc(NC(=S)N2CCC(Cc3ccccc3)CC2)cc1	-14	37	1	-13	0	5.7	9.1	5	26
CN1CCC(N(C)C(=O)c2ccc(Cl)c(S(=O)(=O)Nc3cc(Cl)ccc3Cl)c2)CC1	1	13	-3	-2	2	-0.3	-0.1	-16	-1
CC(NCc1cccs1)C(=O)NC1CCCCC1 (stereo not drawn)	-2	23	-12	10	-2	0.4	2.3	-6	-1
Nc1nn(-c2cccc(F)n2)cc1-c1ccccc1	nt	-4	-9	6	2	nt	nt	nt	0
O=C(CN1CCN(Cc2ccccc2)CC1)NC(=O)NCc1ccco1	-2	18	-6	-2	4	0.6	0.1	-4	7
COc1ccc(S(=O)(=O)N2CCCCCC2)cc1C(=O)N1CCCCC1	-9	2	-1	5	8	0.6	0.6	-16	-8
CCOCC(O)CS(=O)Cc1ccccc1 (stereo not drawn)	-3	5	-4	-1	0	-0.2	0.2	10	4

2 records drawn at random from those above, as already listed:
SMILES	OXTR potentiator	TAAR1 antag	M1 ag	M1 PAM	TAAR1 agonist	OXTR ag	V1aR counter	CHO parental Ca	CHRM1 antagonist
COc1ccc(-n2c(=O)c3c4c(sc3n3c(=S)[nH]nc23)CCC4)cc1	-7	4	-6	5	4	-0.6	-1.2	-13	-5
O=c1n(-c2cccc(Cl)c2)c(=O)n2n1CCC2	1	-1	-2	0	1	0.9	-0.1	2	1

(cont.)
SMILES	OXTR potentiator	TAAR1 antag	M1 ag	M1 PAM	TAAR1 agonist	OXTR ag	V1aR counter	CHO parental Ca	CHRM1 antagonist
COC(=O)c1ccc(OS(=O)(=O)N(C)C)cc1	-3	-3	-6	3	6	-0.2	0.0	-8	1
CC(NC(=O)COC(=O)c1ccc[nH]c1=O)c1ccccc1 (stereo not drawn)	-5	7	-1	6	0	0.9	1.1	-4	-8
Cc1cc(NC(=O)COC(=O)[C@H](Cc2ccccc2)NC(=O)c2ccco2)no1	nt	-33	0	7	3	nt	nt	nt	-12
CC12CCC(c3nnc(SCC(=O)Nc4cccc5ccccc45)nc31)C2(C)C (stereo not drawn)	-5	3	-6	2	14	-2.0	-1.9	-22	0
COCCCn1c(CCC(=O)O)ccc1-c1ccc(F)cc1	-4	9	-3	9	12	-1.2	0.4	-14	-31
O=C(CN1C(=O)c2ccccc2S1(=O)=O)Nc1ccccc1	-10	-5	1	6	0	-0.7	0.6	-8	-28
CC(C)(Cc1ccc(O)cc1)NC(=O)CC(=O)N/N=C/c1ccc([N+](=O)[O-])cc1	-5	34	-3	0	9	0.2	0.8	-14	5
O=C(CNC(=O)C1CCCCC1)Nc1cc(Cl)cc(Cl)c1	-1	-1	0	6	10	0.2	0.1	0	-7
CC(=O)c1cc(C#N)c(SCC(=O)OC(C)C)nc1C	-5	-6	-6	-1	4	-0.1	0.6	-2	-5
CC1Cc2ccccc2N1C(=O)c1ccc2nccnc2c1 (stereo not drawn)	nt	-21	-4	5	3	nt	nt	nt	-3
COc1ccc(-c2cc(C(F)(F)F)n3nc(C)cc3n2)cc1	4	-2	-6	0	1	-1.0	-0.8	-19	1
COc1cc(OC)cc(-c2nnc(SCC(=O)N3CCCCC3)o2)c1	-4	-8	-7	-4	2	-1.6	-0.7	-19	-4
Cc1cc(C)n(-c2nc(N(c3ccccc3)c3ccccc3)nc(-n3nc(C)cc3C)n2)n1	-5	nt	-1	4	nt	-0.6	-0.4	-15	-4
OCCCNC(=S)Nc1ccc(Nc2ccccc2)cc1	-22	-6	-4	-8	3	1.5	1.1	0	12
Cc1ccc(N(CC(N)=O)C2SC(=O)NC2=O)cc1 (stereo not drawn)	0	-24	-7	7	5	0.7	0.9	1	-3
CC(=O)NCCNc1nc2cc(-c3ccsc3)sc2c(=O)n1C	nt	-34	-2	4	9	nt	nt	nt	-12
COc1ccc(Cc2nc3ccc(C(=O)NC(C)c4cn(C)nc4C)cc3o2)cc1 (stereo not drawn)	-6	-3	1	2	4	1.7	1.3	-2	-3
c1ccc(Cc2nnc3sc(-c4ccncc4)nn23)cc1	2	15	-4	4	12	0.5	0.5	-3	-5
COc1ccc(CCNC(=O)CCC(=O)c2cccs2)cc1OC	-6	-15	-3	-5	0	-0.4	0.0	4	11
O=C1c2ccccc2NC(c2ccccc2O)N1NS(=O)(=O)c1ccccc1 (stereo not drawn)	8	9	-7	1	3	-1.0	0.7	-29	-7
CN(C)c1ccc(-c2ccc3c(=O)c4ccccc4n(C)c3c2)cn1	1	-1	-10	9	4	-0.4	0.0	-21	-2
Cc1ccc(S(=O)(=O)N(C)c2ccc(C(=O)NCC(c3ccco3)N3CCCC3)cc2)cc1 (stereo not drawn)	nt	4	-8	3	3	nt	nt	nt	-16
C=CCOc1ccc(/C=C/C(=O)OCC(=O)NCc2cccs2)cc1	-16	52*	3	-6	22	3.3	4.9	-10	1
C=CCN(c1cccc(C(F)(F)F)c1)S(=O)(=O)c1cccc(C(=O)OCC(=O)NCCC)c1	-13	-6	-10	5	0	-0.3	-0.1	-4	-10
COC(=O)C1=C(C)OC(N)=C(C#N)C1C1CCCCC1 (stereo not drawn)	-2	-4	-8	-4	15	-1.2	-1.2	-15	15
(more compounds)
SMILES	OXTR potentiator	TAAR1 antag	M1 ag	M1 PAM	TAAR1 agonist	OXTR ag	V1aR counter	CHO parental Ca	CHRM1 antagonist
O=C(Nc1ccc(F)cc1)NC1CCCCCCC1	nt	-11	0	-3	0	nt	nt	nt	1
Cc1nc2c(OCC(=O)c3ccc(F)cc3)cccn2c1N(C)Cc1cccs1	nt	-11	-6	0	2	nt	nt	nt	-13
CCOc1ccc(NC(=O)CN(C)C(=O)c2ccccc2OCc2cccc(C)c2)cc1OCC	-7	-3	3	15	1	-2.5	-0.3	-20	-1
CC(C)(C)c1nc(-c2ccccc2)nc2c1OCCC2	-12	-16	-1	8	23	-0.4	0.9	-6	-12
COc1ccc(C(C(=O)Nc2ccc(C(C)C)cc2)N(C)C(=O)c2ccc(=O)[nH]c2)cc1 (stereo not drawn)	-17	11	-5	0	3	-1.4	0.6	-26	9
O=C(CN1CCN(S(=O)(=O)c2ccc(Br)cc2)CC1)N/N=C/c1ccc(Br)s1	-5	-13	-1	8	3	3.2	1.1	-20	3
COc1ccc(-n2c(=S)[nH]c3sc4c(c3c2=O)CCc2ccccc2-4)cc1	1	nt	nt	nt	nt	-0.9	-0.8	-5	nt
CCc1nc2ccc(C(=O)N(C)Cc3ccco3)cn2c1N(C)C(=O)Cc1ccccc1	nt	-8	-3	2	0	nt	nt	nt	-2
COc1cccc(-n2nc(-c3ccnn3-c3ccc(F)cc3)c(=O)n(C)c2=O)c1	-9	-10	-2	-5	7	-2.3	-2.0	-14	7
CC(C)(C)CC(=O)Nc1nc(C(N)Cc2ccc(C(F)(F)F)cc2)cs1 (stereo not drawn)	nt	38	6	12	63*	nt	nt	nt	-7
COc1cccc(C2C(C(=O)c3cccs3)=C(O)C(=O)N2c2cc(C)on2)c1 (stereo not drawn)	-2	0	-4	2	2	0.4	-0.5	0	-9
Cc1c(O)c(=O)ccn1Cc1ccccc1	-2	1	-2	-1	6	1.1	0.8	-5	6
O=c1cc(CN2CCC3(CC2)OCCO3)c2c(ccc3ccccc32)o1	-5	-18	0	-1	11	1.5	1.7	-7	-12
O=C(CCn1c(=O)oc2ccccc21)Nc1ccc2c(c1)OCCO2	-6	9	-2	-4	4	2.1	0.6	-4	0
O=C(CNC(=O)c1cccs1)NCC(=O)OCc1c(Cl)cccc1Cl	-1	-8	4	10	18	2.5	0.7	-14	-32
CC12CCC(C(=O)Nc3ccccc3-n3cccc3)(CC1=O)C2(C)C (stereo not drawn)	-8	8	-6	3	2	-1.9	-0.8	-15	-1
Cc1cc(NC(=O)c2ccc(F)cc2)ccc1NC(=O)c1ccco1	-3	-9	-4	0	6	0.5	1.0	0	5

Compound activity: PubChem BioAssay, The Scripps Research Institute Molecular Screening Center

Compounds as they come; overall some 3.7% were active at least once.
